Compound activity deposited in PubChem by National Center for Advancing Translational Sciences (NCATS).
PKM2 activator – qHTS Assay for Activators of Human Muscle isoform 2 Pyruvate Kinase | Pyruvate kinase PKM (Homo sapiens), P14618 | purified PKM2, Kinase-Glo ATP luminescence, activation; response scale: 0% is enzyme alone, no compound | Potency, µM (titrated, usually from 57.5 µM), for inactives: at the top dose activation, actives largely listed as activators | 260,000 compounds, 0.34% hits; further: potency means the concentration at half of the fitted maximal effect; on the % scale 0 is the no-effect control and ±100 the full control effect; nearly all actives have a fitted effect of over 55% in size
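Purified hPK-M2 (>95%) run at intermediate activity with 0.1 mM ADP and 0.5 mM PEP in 50 mM imidazole pH 7.2, KCl, MgCl2; 1 h room temperature. ATP formed read by Kinase-Glo luminescence; normalized to uninhibited and no-enzyme controls.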
Mito fusion act – qHTS Assay for Small Molecule Inhibitors of Mitochondrial Division or Activators of Mitochondrial Fusion; S. cerevisiae fusion-defective mutant growth rescue, CellTiterGlo 48 h; Potency, µM (titrated, usually from 46.1 µM), without a hit: top-dose growth rescue (activation), usual class: activators; 320,000 compounds, 0.23% hits;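 further: potency means the concentration at half of the fitted maximal effect; % of control where 0% means no effect; nearly all actives have a fitted effect of over 45% in size; temperature-sensitive fusion mutants such as fzo1-1 at 37 °C on non-fermentable ethanol glycerol medium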
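Temperature-sensitive fusion-defective S. cerevisiae (e.g. fzo1-1, mgm1-5) were grown with compound in YPEG medium (3% ethanol, 3% glycerol) for 48 hours at 37C. Growth rescue was measured as viability by CellTiterGlo luminescence after 10 minutes at ambient.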
TSHR antag – Antagonists of the Thyroid Stimulating Hormone Receptor: HTS campaign; TSHR-expressing cells, TSH-stimulated cAMP HTRF, 2 h; active compounds read low; activity change, negative = inhibition, % at 11.5 µM; 330,000 compounds, 0.2% hits; AID 504810, 2011;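 active means activity change below a set negative limit, meaning inhibition stronger than a set level, cut at about -70% in these data; inconclusive means activity change between two set negative limits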; further: on the % scale 0 is the no-effect control and ±100 the full control effect
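Read-out is FRET at 665 nm (cryptate excitation 337 nm) from a cryptate-tagged anti-cAMP antibody, competed by cell cAMP against cAMP-d2. Compounds are tested on freshly harvested TSHR cells challenged with 4nM TSH (EC80) for 2 hours at 37 deg C.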
MBNL1 CUG block – qHTS Assay for Inhibitors of MBNL1-poly(CUG) RNA binding. Muscleblind-like protein 1 (Homo sapiens), Q9NR56. TR-FRET MBNL1-His/biotin-(CUG)12 binding, 665/545 ratio. Potency, µM (highest dose often 57.5 µM), without a hit: top-dose activity change, negative = inhibition, usual class: inhibitors. 280,000 compounds, 0.036% hits. AID 2675, 2010; active means well fitted inhibition curve with a large enough effect in the signal ratio, with a control signal flat, not every such curve was filed as active; inconclusive means small, poorly fitted or top-dose-only effect, or effect the other way, or a change in a side signal; inactive means no such curve, though single readings can be large or run the other way; the % refers to the signal ratio; further: potency means the concentration at half of the fitted maximal effect; on the % scale 0 is the no-effect control and ±100 the full control effect
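Ratiometric TR-FRET (665 over 545 nm, excitation 340 nm) tracks disruption of MBNL1-His/biotin-(CUG)12 complex after 60 min at room temperature, with compounds at 92 nM to 58 uM final.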
USP2a block – qHTS Assay for Inhibitors of Ubiquitin-specific Protease USP2a Using CHOP2 as the Reporter; Ubiquitin carboxyl-terminal hydrolase 2 (Homo sapiens), O75604; 330,000 compounds, 0.01% hits; USP2 core, Ub-CHOP2 coupled fluorogenic reporter, 485/531; Potency, µM (series often up to 38.3 µM), inactives show at the top dose activity change, negative = inhibition, most hits filed as inhibitors;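 further: potency means the concentration at half of the fitted maximal effect; plate controls were DMSO wells for no effect and full inhibition by NEM control for full effect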
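USP2 core (10nM final) preincubated 30min RT with compound in 20mM Tris-HCl pH 8.0, 2mM CaCl2, 2mM beta-mercaptoethanol, 0.05% CHAPS; 25nM Ub-CHOP2 plus 25nM reporter substrate added, fluorescence (Ex485/Em531) read after 60min.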
S-ASM inh – Inhibitors of Secretory Acid Sphingomyelinase (S-ASM): qHTS. Potency, µM (doses to about 57.5 µM), inactives show at the top dose activity change, negative = inhibition, usual class: inhibitors. placental ASM, HMU-PC fluorogenic substrate, 60 min. Sphingomyelin phosphodiesterase (Homo sapiens), P17405. 340,000 compounds, 0.006% hits; further: potency means the concentration at half of the fitted maximal effect
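Human placenta-derived ASM enzyme was preincubated with compound for 10 minutes at room temperature, then given fluorogenic substrate HMU-PC0 (9 uM final) for 60 minutes at 37 °C; a pH 10 stop preceded fluorescence reading at Ex 386/Em 447 nm.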
Menin MLL FP TR – qHTS Assay for Inhibitors Targeting the Menin-MLL Interaction in MLL Related Leukemias: Competition With Texas Red Labeled MLL-derived Mutant Peptide. O00255. Menin + Texas Red MLL mutant peptide, fluorescence polarization. Potency, µM (series often up to 61.6 µM), for the others: top-dose FP activity change, negative = inhibition, hits mostly inhibitors. 270,000 compounds, 0.23% hits; active means well fitted inhibition curve with a large enough effect in the polarisation, with a control signal flat, not every such curve was filed as active; inconclusive means small, poorly fitted or top-dose-only effect, or effect the other way, or a change in a side signal; inactive means no such curve, though single readings can be large or run the other way; the % refers to the polarisation; further: potency means the concentration at half of the fitted maximal effect; % of control where 0% means no effect; many of its hits are not listed in these tables
Target sequence (O00255 whole entry, looked up): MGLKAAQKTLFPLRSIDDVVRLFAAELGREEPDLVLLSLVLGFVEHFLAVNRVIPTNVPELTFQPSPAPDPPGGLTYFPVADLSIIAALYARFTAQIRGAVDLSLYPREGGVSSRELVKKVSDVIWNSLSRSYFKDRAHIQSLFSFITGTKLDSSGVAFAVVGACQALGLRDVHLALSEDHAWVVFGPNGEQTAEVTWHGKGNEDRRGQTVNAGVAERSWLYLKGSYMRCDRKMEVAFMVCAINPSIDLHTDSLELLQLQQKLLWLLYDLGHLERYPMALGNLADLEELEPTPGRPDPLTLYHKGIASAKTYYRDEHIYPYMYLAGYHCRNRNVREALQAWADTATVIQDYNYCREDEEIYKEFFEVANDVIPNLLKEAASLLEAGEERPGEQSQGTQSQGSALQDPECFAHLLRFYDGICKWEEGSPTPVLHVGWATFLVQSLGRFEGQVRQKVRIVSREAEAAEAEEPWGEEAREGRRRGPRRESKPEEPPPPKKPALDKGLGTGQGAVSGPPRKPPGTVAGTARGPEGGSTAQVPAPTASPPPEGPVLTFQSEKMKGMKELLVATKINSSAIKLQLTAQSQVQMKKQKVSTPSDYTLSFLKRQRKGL
BCR signal inh – qHTS Assay to Find Inhibitors of Chronic Active B-Cell Receptor Signaling | 340,000 compounds, 0.05% hits | ABC-DLBCL IkBa-CBG/CBR reporter, luminescence ratio, 4 h | AID 493014, 2011 | Potency, µM (highest dose often 46.1 µM), without a hit: top-dose ratio change, negative = lower green/red ratio, most hits filed as inhibitors; active means well fitted inhibition curve with a large enough effect in the signal ratio, with a control signal flat, not every such curve was filed as active; inconclusive means small, poorly fitted or top-dose-only effect, or effect the other way, or a change in a side signal; the % refers to the signal ratio;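 further: potency means the concentration at half of the fitted maximal effect; plate controls were basal doxycycline-induced cells for no effect and cells given 10 µM MG132 for full effect; MG132 reads +100%, hits lower the ratio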
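TMD8 human ABC-DLBCL cells with doxycycline-inducible IκBα–green luciferase fusion and unfused red luciferase, in 0.5% FBS medium; compounds up to 46 uM, 4 h at 37C. Green/red luminescence ratio, filter-overlap corrected, fitted to concentration-response curves.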
hERG WT inh – qHTS for Inhibitors of KCHN2 3.1: Wildtype qHTS; U2OS, BacMam KCNH2, thallium flux FluxOr; active compounds read low; 340,000 compounds, 0.37% hits; Voltage-gated inwardly rectifying potassium channel KCNH2 (Homo sapiens), Q12809; activity change, % at 1.84 µM;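 active means maximum activity change below -70%; inconclusive means maximum activity change between -70% and -50%; inactive means maximum activity change above -50%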; further: on the % scale 0 is the no-effect control and ±100 the full control effect
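U2OS cells were transduced with wild-type KCNH2 virus (2.03 x 10^8 / mL) for 4 h at room temperature, then cultured overnight at 37 C. Thallium flux was read with FluxOr dye. Rate constants were normalized to DMSO controls.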
GALK inh – qHTS Assay for Inhibitors of Human Galactokinase (GALK) | P51570 | Potency, µM (series often up to 57.5 µM), without a hit: at the top dose activity change, negative = inhibition, most hits filed as inhibitors | AID 1868, 2009 | Purified GALK, Kinase-Glo residual ATP luminescence | 270,000 compounds, 0.007% hits; further: potency means the concentration at half of the fitted maximal effect; on the % scale 0 is the no-effect control and ±100 the full control effect
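The enzyme phosphorylates galactose (100 uM) using ATP (35 uM); inhibition is detected as higher residual ATP, quantified by bioluminescence after 1 h reaction at room temperature, pH 8.0.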
Eya2 phos inh – qHTS Assay for Inhibitors of the Phosphatase Activity of Eya2 | Protein phosphatase EYA2 (Homo sapiens), O00167 | recombinant Eya2, OMFP fluorescence dephosphorylation (OMFP is methylfluorescein phosphate) | Potency, µM (top dose mostly 76.9 µM), for inactives: at the top dose activity, negative = inhibition, hits mostly inhibitors | 330,000 compounds, 0.006% hits; further: potency means the concentration at half of the fitted maximal effect; on the % scale 0 is the no-effect control and ±100 the full control effect
Target sequence (O00167 whole entry, looked up): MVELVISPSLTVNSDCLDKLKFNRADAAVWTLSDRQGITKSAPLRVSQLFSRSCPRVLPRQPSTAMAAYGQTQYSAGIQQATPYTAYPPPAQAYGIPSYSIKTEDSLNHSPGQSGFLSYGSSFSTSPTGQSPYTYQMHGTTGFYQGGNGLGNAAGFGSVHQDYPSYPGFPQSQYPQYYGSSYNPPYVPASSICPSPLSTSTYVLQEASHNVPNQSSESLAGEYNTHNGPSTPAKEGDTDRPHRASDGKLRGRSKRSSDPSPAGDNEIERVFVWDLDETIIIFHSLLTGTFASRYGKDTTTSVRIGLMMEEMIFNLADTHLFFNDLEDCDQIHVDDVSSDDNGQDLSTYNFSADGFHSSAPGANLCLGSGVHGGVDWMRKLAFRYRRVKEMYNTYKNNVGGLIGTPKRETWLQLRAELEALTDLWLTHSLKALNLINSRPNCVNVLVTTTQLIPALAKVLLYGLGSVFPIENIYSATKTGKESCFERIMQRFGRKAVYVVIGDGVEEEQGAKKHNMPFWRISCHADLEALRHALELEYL
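Eya2 (0.2 uM) preincubated 10 min at ambient with compound, then OMFP substrate added at 50 uM; 10 min reaction in 50 mM HEPES pH 7.5, 50 mM NaCl, 5 uM MgCl2, 0.05% BSA, 1 mM DTT. Fluorescence read at Ex 485/Em 525 nm.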
The depositor's hits bear a star; ? = inconclusive; · = no result given; & = joins results of further samples; [ ] = remark or other dose. Unless noted, the call rests on the fitted dose curve; in most records, active means well fitted curve in the direction sought with a large enough effect; inconclusive means small, poorly fitted or top-dose-only effect, or another doubt; inactive means no such curve, though single readings can be large; an effect the other way counts as inactive or inconclusive. Not all compounds are listed (hit frequency here may not be typical).

SMILES	PKM2 activator	Mito fusion act	TSHR antag	MBNL1 CUG block	USP2a block	S-ASM inh	Menin MLL FP TR	BCR signal inh	hERG WT inh	GALK inh	Eya2 phos inh
O=c1c2ccccc2nc(/C=C/c2ccc([N+](=O)[O-])o2)n1-c1ccc(O)cc1	4%	1%	-29	2%	0%	-3%	22%	?	13	-7%	0%
CNc1cc(N2CCN(C)CC2)ccc1[N+](=O)[O-]	3%	8%	-5	?	2%	-6%	2%	0%	1	-3%	4%
CC(=O)[C@@]1(O)CC[C@H]2[C@@H]3CC=C4C[C@@H](O)CC[C@]4(C)[C@H]3CC[C@@]21C	-2%	0%	0	-6%	-1%	1%	-6%	?	4	·	2%
COC(=O)C1=C(c2ccc(F)cc2F)C[C@@H]2CC[C@H]1N2C(=O)NC1CCCCC1	·	-3%	-7	·	1%	4%	·	-6%	-3	·	-7%
COc1ccc(OC)c(N2C(=O)NC(=O)/C(=C/c3ccc([N+](=O)[O-])s3)C2=O)c1	9%	-5%	17	?	-6%	-12%	?	16%	0	-5%	2%
c1cncc(CNC2=NCCC2)c1	-5%	-1%	-2	-1%	2%	2%	-14%	0%	-12	3%	10%
O=c1[nH]c(O)c(C=Nc2ccc(Cl)c(C(F)(F)F)c2)c(=O)[nH]1	-1%	3%	7	-3%	2%	-1%	1%	1%	-2	-5%	-2%
Cc1cc(=O)oc2c(C)c(OCC(=O)N3CCC(C(=O)O)(c4ccccc4)CC3)ccc12	-1%	-2%	-8	9%	-2%	6%	-12%	-5%	-1	·	-11%
Cn1c(CN2CCN(C(=O)COc3ccccc3)CC2)nc2cc([N+](=O)[O-])ccc21	3%	-3%	11	·	2%	-1%	-5%	-3%	2	0%	-3%
CCOP(=O)(Cc1ccccc1)OCC	·	0%	0	·	3%	3%	·	2%	10	·	1%
COc1cc2[nH]c(=S)n(-c3ccccc3)c(=O)c2cc1OC	-2%	-1%	5	-10%	1%	-1%	-6%	1%	-4	0%	4%
CSc1ccccc1C(=O)C1CCCN(Cc2ccncc2)C1 (centres undefined)	?	-5%	19	-18%	0%	2%	-17%	1%	-7	2%	-4%
CCN(CC)CCC(=O)O[C@H]1CC[C@]2(C)C3CC[C@@]4(C)C(CC[C@]4(C)O)C3CC[C@H]2C1 (some centres undefined)	·	·	27	·	-1%	0%	·	-11%	5	·	-37%
CCCN1CC[C@@H]2c3cc(O)ccc3CC[C@@H]21	·	9%&1%	-9&-2	·	0%	5%	-1%&0%	3%	19	·	5%&6%
COc1cc(CN2C(=O)NC(=O)C3(Cc4cc(C)ccc4N(C)C3)C2=O)cc(OC)c1 (centres undefined)	0%	-1%	5	-1%	-1%	-1%	-13%	?	-5	1%	16%
COc1ccc(-c2oc3cccnc3c2/C=C/c2ccc(OC)c(OC)c2)cc1	0%	-7%	16	19%	-1%	·	?	?	0	·	3%
COc1ccc(-n2c(O)c(/C=C3\C=Nc4ccc(Br)cc43)c(=O)[nH]c2=O)cc1	·	10%	-3	-6%	-8%	-12%	?	?	15	-17%	4%
Cc1ccc(-n2sc3ccccc3c2=O)cc1	-63%	-22%	-25	10%	0%	2%	14%	?	-11	-1%	-5%
CCc1cc2c(N3CCN(C)CC3)ncnc2s1	-14%	1%	9	-5%	1%	-1%	-23%	?	-1	-2%	-3%
CCC1(C2=NCCN2)Cc2ccccc2O1 (centres undefined)	·	3%&-4%	-10&-2	·	-1%	0%	-1%&-2%&-8%	-8%	30	·	-4%&-3%
c1ccc(NC2=NCCS2)cc1	6%	9%	7	0%	1%	-1%	·	4%	-3	-3%	-1%
CCc1ccccc1N1C(=O)CC(=O)NC1=O	-6%	-12%	-2	-3%	-1%	-3%	?	0%	1	0%	-4%
Cn1ccsc1=NC(=O)c1ccc(S(C)(=O)=O)c([N+](=O)[O-])c1	8%	-6%	4	71%[activator]	1%	-4%	·	?	-20	5%	-4%
CC1(C)CC(N(CCc2ccccc2)Cc2ccccc2)CCO1 (centres undefined)	6%	6%	21	-12%	-1%	1%	·	3%	9	-2%	-13%
CC(=O)c1ccc2c(c1)OCO2	-7%	2%	10	-21%	3%	4%	-21%	4%	0	·	-1%
COc1ccc2c(C)c(CC(=O)N3C[C@H]4C[C@@H](C3)c3cccc(=O)n3C4)c(=O)oc2c1C	4%	-1%	12	16%	0%	195%[activator]	11%	3%	1	·	13%
CN(C)P(=NC(=S)c1cccn1C)(N(C)C)N(C)C	-7%	-4%	·	-8%	·	?	8%	·	2	-3%	·
O=C1NC(=S)NC(=O)C1C/C=C/c1ccccc1	7%	-1%	-1	0%	3%	-1%	6%	?	-1	-3%	9%
CN1CCC2(CC1)CC(NC=O)c1ccccc1O2 (centres undefined)	2%	0%	-2	-6%	0%	-5%	4%	2%	-10	1%	10%
OC(c1ccc(F)cc1)(c1ccc(F)cc1)[C@@H]1CCCN1	0%	-4%	2	5%	-2%	1%	-13%	-6%	6	-1%	-16%
CCN(CC)C(=O)c1ccc(NC(=O)c2ccc3c(c2)NC(=O)CS3)cc1	·	·	-5	·	0%	-2%	·	3%	-23	·	-21%
COCCN1C(=O)NC(=O)/C(=C\c2ccc(Br)cc2)C1=O	6%	4%	0	0%	1%	7%	3%	-7%	·	0%	-1%
Cc1onc(-c2ccccc2Cl)c1C(=O)Nc1cccc2cccnc12	-2%	?	-45	16%	-1%	-18%	13%	?	7	1%	0%
Cc1ccsc1C(=O)C1CCCN(Cc2cn(C)nc2C)C1 (centres undefined)	-5%	2%	26	?	8%	0%	2%	0%	4	0%	2%
O=C(COc1ccccc1)N1CCN(CC2CC3C=CC2C3)CC1 (centres undefined)	3%	0%	1	-6%	2%	4%	-16%	2%	-3	-1%	0%
COc1ccc(-c2nn(Cc3ccccc3)cc2C(=O)NC2CC2)cc1OC	·	-7%	12	·	0%	6%	·	?	19	·	6%
COc1ccc(C(=O)CC2C(=O)N(C)C(=O)N(C)C2=O)cc1	-1%	3%	-2	11%	-4%	0%	-10%	?	3	0%	-2%
Cc1nn(Cc2ccccc2Cl)c(C)c1C(=O)OCC(=O)NC1CCCC(C)C1C (centres undefined)	-5%	0%	2	-15%	0%	1%	?	-3%	-6	2%	-1%
Oc1ccc(C[C@H]2NCCc3cc(O)c(O)cc32)cc1O	·	-2%	1	-8%	1%	-1%	?	1%	8	-2%	13%
CCOP(=O)(OCC)c1nc(-c2cccc3ccccc23)oc1NCc1ccccc1	-6%	4%	-12	-4%	2%	·	4%	?	-2	-2%	-39%
CCN1CCc2ccccc2C1	1%	-3%	-3	-3%	1%	1%	·	1%	-12	-3%	?
COc1cc2c(cc1O)[C@@H]1Cc3ccc(OC)c(O)c3CN1CC2	·	0%	-8	·	-2%	-1%	·	?	2	·	0%
CN1C(=O)CN=C(c2ccc(Cl)cc2)c2cc(Cl)ccc21	-3%	27%	-42	3%	1%	-3%	-15%	?	1	-2%	-1%
O=C(Cn1c(=O)n(CC2CS2)c2ccccc21)N1CCCCCC1 (centres undefined)	-21%	3%	4	-2%	4%	-2%	-16%	0%	-2	-2%	-3%
O=C(N/N=C/c1c(O)n(CCC2=CCCCC2)c(=S)[nH]c1=O)c1ccccc1	2%	4%	-9	5%	0%	41%	?	?	-10	·	-1%
Cc1nc2ccccc2c(=O)n1-c1cc(F)ccc1F	3%	0%	-4	3%	4%	-1%	0%	?	8	-2%	0%
C=CCN1C(=O)NC(=O)/C(=C\c2ccc(-c3ccccc3[N+](=O)[O-])o2)C1=O	25%	0%	-13	?	4%	-9%	?	?	4	-2%	-5%
